HIV fusion peptide: inhibitors of HIV fusion peptide binding, primary screen, biochemical, uHTS, fluorescence dequenching (AID 1986); cell-free peptide binding, fluorescence dequenching, 30 min; higher % means a stronger effect; inhibition, % at 20 µM; hits with a dose series show IC50 in µM; 290,000 tested, 0.3% active; in the data active means inhibition mostly above about 52%, no sharp cut-off; inactive means mostly below about 76%; further: some results filed as inactive read as strong as hits
GPR55 antagonists: GPR55 antagonists blocking LPI-driven arrestin recruitment, primary screen, imaging, U2OS, beta-arrestin-GFP, LPI agonist (AID 2013); U2OS GPR55 beta-arrestin-GFP translocation imaging, LPI antagonism; higher % means a stronger effect; inhibition, % at 10 µM, or IC50 in µM where a hit was titrated; 290,000 tested, 0.13% active;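 active means spots per cell inhibited over 60%, with over 100 cells counted and total cytoplasm intensity under 500,000; inconclusive means wells with under 100 cells, flagged as likely toxic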;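 further: U2OS cells stably carrying GPR55 and arrestin-GFP stimulated by 5 µM LPI near EC80; imaged beta-arrestin-GFP aggregate spots per cell after agonist stimulation; plate controls were LPI-stimulated DMSO wells for no effect and DMSO wells without LPI for full effect; some results filed as inactive read as strong as hits; confirmed hits need IC50 under 10 µM and bright autofluorescent wells are also inconclusive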
KOR beta-arrestin-1: KOR agonists, beta-arrestin recruitment, primary screen, cell-based, luminescence, uHTS (AID 1777); KOR beta-arrestin recruitment, luminescence; higher % means a stronger effect; 280,000 tested, 0.02% active; one-dose activation, % at 10 µM; EC50 in µM for titrated hits; in the data active means activation above about 50%, passing the limit was not always enough; further: a part of the inactive calls stands beside numbers as strong as those of hits
GPR35 arrestin U2OS: GPR35 antagonists blocking zaprinast-driven arrestin recruitment, primary screen, imaging, U2OS, beta-arrestin-GFP, zaprinast agonist (AID 2058); U2OS GPR35 beta-arrestin-GFP translocation imaging, zaprinast antagonism; higher % means a stronger effect; inhibition, % at 10 µM; hits with a dose series show IC50 in µM; 290,000 tested, 0.052% active;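 active means inhibition of at least 50% with at least 30 cells and total cytoplasm GFP at most 10,000,000; inconclusive means under 30 cells or total GFP of 10,000,000 plus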
NOD1 inhibition: inhibition of NOD1-driven NF-kB reporter – cell-based, luminescence, uHTS, primary screen (AID 1578). NOD1-driven NF-kB luciferase reporter cells, luminescence; higher % means a stronger effect. one-dose inhibition, % at 4 µM; EC50 in µM for titrated hits. 290,000 tested, 1% active; in the data active means inhibition mostly above about 36%, no sharp cut-off; inactive means mostly below about 34%;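 further: HEK-293T reporter cells stimulated with the NOD1 agonist gamma-tri-DAP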
West Nile virus CPE: inhibition of WNV-induced cytopathic effect – cell-based, CPE readout (AID 1621) | West Nile virus-infected cells, CPE inhibition; higher % means a stronger effect | one-dose CPE inhibition, % at 10 µM; IC50 in µM for titrated hits | 290,000 tested, 0.02% active; in the data active means a potency from the dose series; inconclusive means CPE inhibition mostly from about 3.7% at the one dose, without a potency; inactive means the rest, 99 in 100 with CPE inhibition below about 2.2%; further: strong numbers were not always called active
NS5 inhibitors: Dengue-2 NS5 methyltransferase inhibitors, primary screen, biochemical, confirmation dose response (AID 588689) | Dengue-2 NS5 methyltransferase capping enzyme assay, biochemical; higher % means a stronger effect | inhibition, % at 25 µM, or IC50 in µM where a hit was titrated | 340,000 tested, 0.3% active; in the data active means a potency from the dose series; inconclusive means inhibition above about 29% without an active follow-up result
KOR beta-arrestin-2: KOR antagonists, beta-arrestin recruitment, cell-based, luminescence, uHTS (AID 1778) | inhibition, % at 10 µM; hits with a dose series show IC50 in µM | 290,000 tested, 0.091% active | KOR beta-arrestin recruitment, luminescence, antagonist mode; higher % means a stronger effect; in the data active means inhibition above about 50%; further: strong numbers were not always called active
GPR55 beta-arrestin: GPR55 agonists via beta-arrestin recruitment, primary screen, imaging, U2OS cells, beta-arrestin-GFP redistribution (AID 1961); U2OS GPR55 beta-arrestin-GFP redistribution imaging; higher % means a stronger effect; 290,000 tested, 0.048% active; one-dose activation, % at 10 µM; EC50 in µM for titrated hits;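 active means activation above 40% with more than 50 cells counted in the well; inconclusive means wells holding fewer than 50 cells, flagged as toxic or sparse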;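 further: U2OS osteosarcoma cells stably expressing GPR55 and beta-arrestin-GFP; plate controls were DMSO negative control for no effect and LPI positive control for full effect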
NS5 inhibitors pilot replicate: recorded beside NS5 inhibitors, whose call it bears; inhibition, %; measured here: pilot screen replicate inhibition
An asterisk follows results filed as active; ? = inconclusive; nt = no result given; & = joins results of further samples; [ ] = another dose, or the depositor's remark. This is a subset; the hit share may differ from the screen's.

A first look, 4 compounds:
SMILES	HIV fusion peptide	GPR55 antagonists	KOR beta-arrestin-1	GPR35 arrestin U2OS	NOD1 inhibition	West Nile virus CPE	NS5 inhibitors	KOR beta-arrestin-2	GPR55 beta-arrestin	others
Cc1oc2c(C)c3oc(=O)c(CC(=O)N[C@@H](CCCNC(N)=O)C(=O)O)c(C)c3cc2c1C	1.7%	2%	-0.4%	-5%	-9%	0.2%	1%	-2%	0.0%
CCn1c2ccccc2c2cc(NC(=O)COC(=O)c3ccccc3F)ccc21	1.9%	3%	-0.3%	4%	-21%	-0.7%	-4%	3%	0.3%
COC(=O)c1c(NC(=O)CN2CCN(S(=O)(=O)c3ccccc3[N+](=O)[O-])CC2)sc2c1CCC(C)C2 (centres undefined)	0.7%	7%	5.1%	1%	-17%	-1.3%	-6%	-11%	-0.3%
COc1ccccc1NC(=O)Cn1nnc(C(=O)NCc2cccs2)c1N	1.5%	-14%	-1.7%	-11%	-15%	2.7%	-3%	-118%	-0.1%

All compounds of this part, repeating the preview:
SMILES	HIV fusion peptide	GPR55 antagonists	KOR beta-arrestin-1	GPR35 arrestin U2OS	NOD1 inhibition	West Nile virus CPE	NS5 inhibitors	KOR beta-arrestin-2	GPR55 beta-arrestin	others
Cc1oc2c(C)c3oc(=O)c(CC(=O)N[C@@H](CCCNC(N)=O)C(=O)O)c(C)c3cc2c1C	1.7%	2%	-0.4%	-5%	-9%	0.2%	1%	-2%	0.0%
CCn1c2ccccc2c2cc(NC(=O)COC(=O)c3ccccc3F)ccc21	1.9%	3%	-0.3%	4%	-21%	-0.7%	-4%	3%	0.3%
COC(=O)c1c(NC(=O)CN2CCN(S(=O)(=O)c3ccccc3[N+](=O)[O-])CC2)sc2c1CCC(C)C2 (centres undefined)	0.7%	7%	5.1%	1%	-17%	-1.3%	-6%	-11%	-0.3%
COc1ccccc1NC(=O)Cn1nnc(C(=O)NCc2cccs2)c1N	1.5%	-14%	-1.7%	-11%	-15%	2.7%	-3%	-118%	-0.1%
Cc1ccc(Nc2nc(C)c(CCC(C)C)c(=O)[nH]2)cc1	-0.2%	8%	-2.4%	2%	-52%	-0.4%	-1%	-3%	0.0%
CC(C)(C)[C@H]1C=C(C(N)=O)O[C@@H](OCc2ccc(CO)cc2)C1	-0.2%	-3%	-0.1%	-9%	-31%	0.1%	-11%	8%	0.1%
CCC(C)C(NC=C1C(=O)OC(C)(C)OC1=O)C(=O)O (centres undefined)	0.5%	-3%	-4.7%	-14%	-7%	0.4%	-6%	-31%	-0.1%
Cc1nn(C)c(C)c1Sc1ccccc1N	0.7%	9%	-5.4%	9%	-12%	-0.5%	-4%	-16%	-0.3%
C/C(=N\NC(=O)C1CC1)c1ccc(Cl)c(Cl)c1	-0.1%	-8%	-1.6%	-4%	-6%	0.6%	-5%	-9%	0.3%
CC(C)(CO)NC(=O)CC1C(=O)NCCN1CC(c1ccccc1)c1ccccc1 (centres undefined)	-0.6%	3%	-2.2%	-4%	-23%	-0.2%	-7%	16%[20 µM]	0.0%
COc1ccc(C(=O)N=C2SC3CS(=O)(=O)CC3N2c2ccc(N(C)C)cc2)cc1OC (centres undefined)	-1.6%	8%	2.8%	-2%	-27%	-0.1%	-1%	-34%	0.0%
COC(=O)c1ccc(CN2CCN(CC(C)C)C(CCO)C2)cc1 (centres undefined)	-0.8%	-5%	2.4%	4%	6%	-0.5%	0%	15%	-0.2%
O=C(CSc1ccccn1)Nc1ccc(F)c([N+](=O)[O-])c1	-0.5%	-11%	1.0%	-2%	-46%	-0.3%	-1%	-9%	-0.1%
CCS(=O)(=O)c1ccc(OC)c(N=Nc2ccc(O)c3ncccc23)c1	0.1%	-7%	-0.7%	3%	24%	?	-2%	2%	-0.3%
CC1(C)CC(=O)c2c(-c3cccs3)n[nH]c2C1	-1.1%	-6%	-0.6%	8%	-2%	0.0%	11%	-18%	0.5%	NS5 inhibitors pilot replicate=0.3
O=C(CSc1nc(Nc2ccccc2)nc(N2CCOCC2)n1)NC1CCCCC1	0.1%	1%	7.7%	1%	-25%	-0.6%	3%	-16%	-0.2%
COc1ccc(CNc2ncnc3cc(Cl)ccc23)cc1OC	1.2%	-9%	1.3%	-1%	27%	-0.6%	2%	-10%	0.1%
CCOc1ccc(C(=O)Nc2sc3c(c2C(=O)OC)CC(C)(C)NC3(C)C)cc1	1.4%	-1%	1.7%	-18%	-10%	nt	2%	-14%	-0.1%
O=C(CCSc1nc(-c2ccc3c(c2)OCO3)cc(C(F)(F)F)n1)NCc1ccco1	5.9%	-8%	3.8%	8%	-15%	-0.4%	-8%	18%	-0.1%
COc1ccc(S(=O)(=O)NC2CCCC2)cc1Cl	-0.7%	21%	-0.9%	11%	-16%	-0.1%	-2%	9%	-0.1%
CCC(=O)Nc1nnc(S(=O)(=O)N2CCCc3ccccc32)s1	2.7%	3%	-2.5%	-3%	-19%	-0.1%	-2%	-36%[20 µM]	-0.1%
COC(=O)C(C)N1C(=O)S/C(=C/c2cc(C)n(-c3ccccn3)c2C)C1=O (centres undefined)	-1.1%	3%	-0.8%	-14%	-46%	nt	2%	12%	-0.1%
CCOC(=O)C1=C(C)NC(C)=C(C(=O)OCC)C1C(=O)OCC(=O)N1c2ccccc2CC1C (centres undefined)	-2.0%	8%	4.9%	6%	2%	0.1%	-1%&-9%	-45%	-0.1%
O=C(NCCc1c[nH]c2ccccc12)C1CCN(Cc2ccc(Br)cc2)CC1	-0.2%	-1%	-3.8%	-20%	-35%	-1.1%	-5%	-6%[20 µM]	0.2%	NS5 inhibitors pilot replicate=0.0

Not a retest: two of the compounds above.
SMILES	HIV fusion peptide	GPR55 antagonists	KOR beta-arrestin-1	GPR35 arrestin U2OS	NOD1 inhibition	West Nile virus CPE	NS5 inhibitors	KOR beta-arrestin-2	GPR55 beta-arrestin	others
O=C(CSc1nc(Nc2ccccc2)nc(N2CCOCC2)n1)NC1CCCCC1	0.1%	1%	7.7%	1%	-25%	-0.6%	3%	-16%	-0.2%
COc1ccc(CNc2ncnc3cc(Cl)ccc23)cc1OC	1.2%	-9%	1.3%	-1%	27%	-0.6%	2%	-10%	0.1%

Continuation.
SMILES	HIV fusion peptide	GPR55 antagonists	KOR beta-arrestin-1	GPR35 arrestin U2OS	NOD1 inhibition	West Nile virus CPE	NS5 inhibitors	KOR beta-arrestin-2	GPR55 beta-arrestin	others
c1cn(-c2ccc(-c3ccnc4ncnn34)cc2)cn1	1.0%	-6%	1.9%	-2%	-32%	0.3%	0%	-31%[20 µM]	-0.1%
COc1ccc(CCNC(=O)CN2c3cccc4cccc(c34)S2(=O)=O)cc1OC	0.3%	8%	5.5%	-2%	-32%	0.3%	-6%	-10%	-0.1%
Cc1cccc(N2CCN(C(=O)COc3cc(=O)n(C)c4ccccc34)CC2)c1C	-1.0%	0%	1.4%	-2%	17%	0.2%	-2%	-1%	0.0%
O=[N+]([O-])c1ccc(/C=N/Nc2cc(Cl)nc(-c3ccccc3)n2)cc1	-0.7%	10%	0.2%	-4%	0%	nt	-10%	-23%	0.0%
CSc1ccc(/C=N\Nc2nncn2N)cc1	0.8%	97%	4.0%	-9%	0%	0.0%	-7%	2%	-0.1%
C=CCn1c(N)c(C(=O)Nc2ccc(C)cc2)sc1=S	-0.8%	10%	-8.9%	17%	-35%	nt	2%	-10%	-0.1%
Cc1ccc(NC(=O)N2CCCCCC2)c(C)c1	0.4%	8%	-2.8%	-7%	-41%	-0.5%	-9%	14%	-0.1%
Cc1nc(N/N=C/c2cccc(F)c2)cc(N2CCOCC2)n1	-2.1%	6%	4.8%	2%	44%	-0.1%	2%	-45%[20 µM]	-0.2%
Cc1cccc(-n2ncc3c2CCCC3NC(=O)C2CCOCC2)c1C (centres undefined)	1.5%	15%	3.0%	-8%	10%	-0.8%	-8%	-17%	-0.1%
Clc1nc(CN2CCCCC2)nc2sc3c(c12)CCC3	1.2%	5%	-6.6%	0%	-36%	0.3%	-19%	33%	0.1%
Cc1cccc(NC(=O)CN2C(=O)N/C(=C/c3ccc(-c4cccc(C(=O)O)c4C)o3)C2=O)c1	28%	3%	-1.1%	-15%	19%	0.9%	1%	-12%[20 µM]	-0.1%
CCNc1nc(NC(C)C)nc(Oc2ccc(OCCOc3ccccc3)nn2)n1	-1.0%	16%	0.6%	6%	-39%	-0.8%	0%	-2%	-0.1%
O=C1CC(c2cccs2)Cc2nc(NCC3CCCO3)ncc21 (centres undefined)	-3.9%	9%	-6.7%	6%	-19%	-0.2%	-2%	-8%	-0.1%
O=C(c1cnc2n(c1=O)CCS2)N1CCN(c2ccccc2F)CC1	-0.1%	6%	-3.3%	8%	-5%	0.7%	-1%	-32%	-0.3%
Cn1cnnc1SCC(=O)Nc1cccc(S(=O)(=O)N2CCCCCC2)c1	-1.2%	4%	-5.6%	10%	-33%	-0.1%	-4%	10%	-0.2%
COCCNC(=O)COc1cc(=O)n(C)c2ccccc12	-1.9%	13%	1.6%	1%	-26%	0.5%	3%	-8%	-0.1%
Cc1ccc(S(=O)(=O)N[C@@H](Cc2ccccc2)C(=O)CCl)cc1	0.1%	40%	1.4%	-11%	88%*	-0.3%	0%	-4%	3.1%
COc1cc2c(cc1OC)C(c1ccc([N+](=O)[O-])cc1)NCC2 (centres undefined)	1.2%	-1%	1.2%	0%	-38%	-0.5%	1%	-18%	-0.1%
COc1ccc(-c2csc(Nc3ccccn3)n2)cc1	-2.5%	4%	-6.7%	2%	-30%	-0.8%	0%	-14%	-0.3%
CS(=O)(=O)N(CC(=O)NCc1ccccc1Cl)c1cccc([N+](=O)[O-])c1	-0.4%	7%	1.8%	16%	-5%	-0.8%	-7%	-10%[20 µM]	0.3%

Screening results (PubChem)
